# Screening data deposited in PubChem BioAssay by The Scripps Research Institute Molecular Screening Center.
# GSTO1 inh = GSTO1 inhibition, counter-screen for RBBP9 inhibitors; recombinant GSTO1, activity-based probe fluorescence polarization; inhibition, % at 5.96 µM; 300,000 compounds, 1.1% hits; AID 1974;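 active = inhibition above the campaign mean inhibition plus 3 SD, cut at about 35% in these data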;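 also: 0% = GSTO1-1 with DMSO and 100% = wells lacking GSTO1-1 enzyme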
# Target sequence (P78417 whole entry, looked up): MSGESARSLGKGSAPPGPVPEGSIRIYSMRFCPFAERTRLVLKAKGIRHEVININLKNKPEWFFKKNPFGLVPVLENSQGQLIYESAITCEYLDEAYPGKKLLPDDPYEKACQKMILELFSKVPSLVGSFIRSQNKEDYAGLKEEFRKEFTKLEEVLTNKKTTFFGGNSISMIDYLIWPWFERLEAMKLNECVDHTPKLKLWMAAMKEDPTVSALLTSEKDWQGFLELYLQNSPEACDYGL
# PAFAH2 inh = PAFAH2 (human) inhibition | Q99487 | recombinant PAFAH2, FP-rhodamine activity probe, fluorescence polarization | inhibition, % at 3.39 µM | 340,000 compounds, 0.99% hits | AID 492956;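 active = inhibition above the mean over all tested compounds plus 3 SD, cut at about 30% in these data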;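 also: inhibitors block probe labeling of enzyme so polarization drops; 0% = enzyme with DMSO and 100% = wells lacking PAFAH2 protein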
# LYPLA1 counter = blocks human lysophospholipase 1, a PME1 counter-screen. recombinant LYPLA1, FP-Rh probe fluorescence polarization. inhibition, % at 5.9 µM. 320,000 compounds, 0.16% hits. AID 2174;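 active = inhibition above the mean of all tested compounds plus 3 SD, set per campaign, cut at about 14% in these data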;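 also: inhibitors block serine hydrolase probe labeling of LYPLA1 so polarization falls; 0% = enzyme with DMSO and 100% = wells lacking LYPLA1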
# Target sequence (O75608 whole entry, looked up): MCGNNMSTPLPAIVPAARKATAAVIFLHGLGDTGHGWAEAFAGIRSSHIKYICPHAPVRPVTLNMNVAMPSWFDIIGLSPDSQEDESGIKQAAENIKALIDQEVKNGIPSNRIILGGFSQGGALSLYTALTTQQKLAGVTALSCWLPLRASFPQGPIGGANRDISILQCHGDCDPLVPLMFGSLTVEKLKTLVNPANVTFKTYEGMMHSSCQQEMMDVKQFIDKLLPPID
# PAD4 inh = blocks human protein arginine deiminase 4 | Q9UM07 | recombinant PAD4, RCA probe fluorescence polarization | inhibition, % at 6.36 µM | 330,000 compounds, 0.41% hits | AID 485272;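 active = percent inhibition above a cutoff equal to the mean of all tested compounds plus 3 SD, cut at about 15% in these data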;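 also: 0% = PAD4 with RCA probe and DMSO and 100% = probe without PAD4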
# pPAFAH FP inh = inhibitors of human plasma PAF acetylhydrolase (pPAFAH); inhibition, % at 3.39 µM; Q13093; AID 463082; 330,000 compounds, 1.5% hits; recombinant pPAFAH, FP-rhodamine probe fluorescence polarization;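 active = inhibition above the mean inhibition across the screen plus 3 SD, cut at about 25% in these data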;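 also: inhibitors block binding of the rhodamine activity-based probe so polarization drops; 0% = enzyme with DMSO and 100% = wells lacking pPAFAH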
# PAFAH1B3 inh = PAFAH1B3 (human) inhibition | recombinant PAFAH1B3, FP-rhodamine probe, fluorescence polarization | inhibition, % at 3.39 µM | 340,000 compounds, 0.28% hits | AID 492972;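 active = inhibition above the screen-wide average of all tested compounds plus 3 SD, cut at about 25% in these data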;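 also: 0% = enzyme with DMSO only and 100% = wells lacking PAFAH1B3 protein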
# Target sequence (Q15102 whole entry, looked up): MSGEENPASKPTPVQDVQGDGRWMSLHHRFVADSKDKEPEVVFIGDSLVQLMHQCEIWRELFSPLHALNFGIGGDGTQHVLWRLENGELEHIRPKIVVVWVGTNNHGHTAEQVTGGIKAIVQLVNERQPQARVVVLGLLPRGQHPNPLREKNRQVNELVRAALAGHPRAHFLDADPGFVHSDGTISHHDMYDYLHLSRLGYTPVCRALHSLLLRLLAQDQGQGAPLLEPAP
# PAFAH1B2 inh = inhibitors of human PAFAH1B2 | 340,000 compounds, 1.2% hits | AID 492953 | inhibition, % at 3.39 µM | P68402 | recombinant PAFAH1B2, FP-rhodamine activity probe, fluorescence polarization;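 active = inhibition above the mean of all tested compounds plus 3 SD, cut at about 24% in these data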;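 also: 0% = enzyme with DMSO and 100% = wells lacking PAFAH1B2; many of its hits are not listed in these tables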
# Target sequence (P68402 whole entry, looked up): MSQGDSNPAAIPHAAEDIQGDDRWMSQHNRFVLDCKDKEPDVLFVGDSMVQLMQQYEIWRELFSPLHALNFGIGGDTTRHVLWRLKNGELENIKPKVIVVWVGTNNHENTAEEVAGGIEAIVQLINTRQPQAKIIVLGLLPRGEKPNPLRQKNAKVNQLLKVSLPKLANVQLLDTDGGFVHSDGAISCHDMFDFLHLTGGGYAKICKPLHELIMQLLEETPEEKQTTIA
# LYPLA2 counter = counter-screen for PME1 inhibitors: inhibitors of human LYPLA2. recombinant LYPLA2, FP-Rh probe fluorescence polarization. inhibition, % at 5.9 µM. 320,000 compounds, 0.38% hits. AID 2177;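 active = inhibition above the screen-wide mean plus 3 SD, limit set per campaign, cut at about 26% in these data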;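 also: 0% = LYPLA2 with DMSO and 100% = wells lacking LYPLA2 enzyme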
# PME-1 primary = PME-1 (human) inhibition | recombinant PME-1, FP-Rh probe fluorescence polarization | inhibition, % at 5.9 µM | 320,000 compounds, 0.53% hits;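 active = inhibition above the campaign mean of all compounds plus 3 SD, cut at about 26% in these data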;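 also: competitive labeling of PME-1 active site by serine hydrolase directed probe; 0% = PME-1 with DMSO and 100% = wells lacking PME-1 enzyme; inhibitors block probe labeling so polarization falls and inhibition rises; many of its hits are not listed in these tables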
# Starred values were filed as active, the others as inactive; nt = no result given.
SMILES,GSTO1 inh,PAFAH2 inh,LYPLA1 counter,PAD4 inh,pPAFAH FP inh,PAFAH1B3 inh,PAFAH1B2 inh,LYPLA2 counter,PME-1 primary
O=c1[nH]c2ccccc2nc1/C=C(\O)C(F)F,6,-1,-2,-1,2,1,1,-4,8
Cc1nn(-c2ccccc2)c(Cl)c1/C=N/Nc1nc2ccccc2[nH]1,3,5,-2,1,5,-1,2,0,-111
Cc1cc(C)c(S(=O)(=O)N2CCN(CCO)CC2)c(C)c1,9,-5,2,0,-2,-3,9,-6,6
CCn1c(Cc2ccccc2)nnc1SCC(=O)NC(C)(C)C,5,-8,-1,-7,-5,1,1,-1,0
O=C(CCS(=O)(=O)c1ccccc1)N1CCN(c2cccc(C(F)(F)F)c2)CC1,6,12,1,3,6,10,7,14,7
COC(=O)C(CC(C)C)NC(=O)CSc1nc(-c2ccccc2)c(C#N)c(=O)[nH]1 (configuration not stated),-1,3,0,-3,5,6,9,9,-1
COc1ccccc1CN1C[C@@H]2C[C@@H](c3cccc(O)c3)N3CCC[C@@]23C1=O,-1,-1,4,0,2,1,5,-2,6
O=C(CCN1C(=O)/C(=C\c2cccc(Br)c2)SC1=S)NCCCN1CCOCC1,5,-4,-16,-14,5,-1,3,-15,-15
Nc1nnc(SCCCOc2ccc(F)cc2)s1,-5,5,0,-2,-6,-2,5,2,2
CCOC(=O)c1csc(NC(=O)c2ccc(S(=O)(=O)N(C)C)cc2)n1,5,3,2,0,3,6,8,1,3
O=C(C1CCCN1S(=O)(=O)c1ccc(Cl)c(Cl)c1)N1CCOCC1 (configuration not stated),-9,1,-2,-1,-7,-2,-4,-4,-11
CCCn1nc(C(=O)OCn2nnc3ccccc3c2=O)c2ccccc2c1=O,-4,2,2,-1,1,12,1,2,-3
CCCCNC(=O)N1CCCC(C(=O)c2cc(C)c(OC)c(C)c2)C1 (configuration not stated),11,4,-1,3,4,4,3,6,1
Cc1ccc(NC(=O)CSc2nc(=O)n(CCN(C)C)c3c2CCCC3)c(C)c1,4,0,-2,3,8,-1,-1,4,0
O=C(COC(=O)/C=C/c1ccc(Cl)cc1)Nc1ccc2c(c1)OCCO2,5,7,0,-2,3,-3,-4,-4,-3
Cc1ccnc(SCC(=O)N2CCCc3ccccc32)n1,2,4,2,2,5,3,10,0,-6
COc1ccc(N2C(=O)CCC2(C#N)c2ccc(Br)cc2)cc1 (configuration not stated),-2,7,4,1,-3,7,-1,4,6
O=C(O)c1ccc(CN(c2ccccn2)S(=O)(=O)c2ccccc2)cc1,5,-4,-2,-2,-4,7,4,-4,6
O=C(NCCN1CCOCC1)NC1(C(F)(F)F)Oc2ccccc2O1,57*,-6,-3,-2,0,6,0,-1,-4
Cc1ccc(-c2cc(C(=O)O)n[nH]2)o1,0,-2,1,-4,6,1,6,0,-5
CCOC(=O)c1nn(-c2ccccc2F)c(C)c1C(C)=O,5,4,2,2,-4,14,-2,1,4
Cc1ccc(NC(=S)NCc2ccccc2)c(C)c1,2,-1,-1,3,-2,-1,2,-2,4
CCOc1ccc(OCC)c(NC(=O)CCn2cccc2)c1,7,-15,-2,2,4,12,0,-1,1
Cc1ccc(C)c(NC(=O)CSc2nnc(CCNC(=O)OC(C)(C)C)o2)c1,29,-10,0,-2,1,1,-1,13,0
CCOc1ccc(Oc2c(/C=N/NC(C)=O)c(C)nn2-c2ccccc2)cc1,4,0,-8,-3,-6,-2,-3,-6,-1

# Other entries follow:
SMILES,GSTO1 inh,PAFAH2 inh,LYPLA1 counter,PAD4 inh,pPAFAH FP inh,PAFAH1B3 inh,PAFAH1B2 inh,LYPLA2 counter,PME-1 primary
CCN1CCc2nc3ccccc3c(C(=O)Nc3ccc(NC(C)=O)cc3)c2C1,11,8,6,-2,5,3,3,1,-9
CCc1ccc(NC(=O)CN2C(=O)COc3ccc(S(=O)(=O)N4CCCC4)cc32)cc1,2,-1,-4,0,5,10,3,-4,0
CC(NC(=O)c1cc(-c2ccccc2)nc2ccccc12)C1CCCO1 (configuration not stated),-1,nt,-1,0,1,nt,nt,4,1
NC(=O)C1CCN(C(=O)N2c3ccccc3Sc3ccccc32)CC1,11,-1,0,-5,-1,7,-3,1,-2
CCOC(=O)CCCCC(=O)NC(CO)C(=O)NC (configuration not stated),4,8,4,2,2,-2,2,11,2
CCCCN(S(=O)(=O)c1ccccc1)S(=O)(=O)c1ccccc1,2,0,1,1,3,7,7,2,2
COCCNC(=O)C(=O)N/N=C/c1ccc(C(=O)OC)cc1,3,2,1,-1,-3,-4,0,6,3
CCOC(=O)N1CCN(C(=O)CNC(=O)c2ccc(Cl)cc2)CC1,-1,3,0,-1,-5,-5,2,-1,-1
CN(C(=O)CSc1cn(CC(=O)N2CCOCC2)c2ccccc12)c1ccccc1,7,-7,2,8,-2,-2,-2,7,-2
COC(=O)C1C(=O)C2=C(CC1C)NC(C)=C(C(=O)OCCOc1ccccc1)C2c1ccc(C)o1 (configuration not stated),4,-6,-7,-1,3,7,0,-1,2
NS(=O)(=O)c1ccc(CCNC(=O)CSc2nc3ccccc3c(=O)n2CCN2CCOCC2)cc1,17,-1,-1,3,-8,3,3,5,-5
O=C(NCc1cccnc1)c1ccc(CN2CCc3ccccc3C2)cc1,3,-6,1,-1,0,6,7,-3,2
CC(=O)Oc1c(Sc2ccccc2[N+](=O)[O-])c(C)nn1C(C)(C)C,-8,-4,3,-5,-7,7,3,-1,-3
CC1CCCC(C)N1C(=O)Cn1c(=O)sc2ccccc21 (configuration not stated),4,-3,-1,4,0,11,6,-7,5
COc1cccc(-c2ccc(=O)n(CC(=O)Nc3ccc(C(=O)N4CCCC4)cc3)n2)c1,-2,-10,0,-4,1,-7,-5,-4,6
O=C(CN(Cc1ccco1)C(=O)c1nsc(Cl)c1Cl)NC1CCCCC1,12,-1,-1,0,-11,3,2,3,-13
Cc1cccc(OCCCN2CCCCCC2)c1,0,-1,0,2,3,-10,4,4,2
O=C(NCCCc1ccc(F)cc1)C1CCC(=O)N(CC2CCCCC2)C1 (configuration not stated),6,-6,2,2,-3,7,-1,9,5
CCCCNC(=O)CNC(=S)N(Cc1ccccc1)Cc1cccnc1,-2,-9,1,-1,3,4,4,-2,-9
CN1CCN(/N=C/c2ccc(C#N)cc2)CC1,5,-1,-3,4,-3,-5,3,0,-8
COc1cc2ccccc2cc1C(=O)N1CCOCC1,2,-4,-2,4,0,-4,-1,4,7
CCOc1cc(/C=N/n2c(C)nnc2C)ccc1O,-4,4,4,3,3,9,7,3,-1
Cc1cnc(CN(C)C(=O)c2cc(COc3c(F)cccc3F)on2)[nH]1,5,-1,6,2,7,10,4,10,-3
C=C[C@H](Cc1ccccc1)N(Cc1ccccc1)S(=O)(=O)N(Cc1ccccc1)[C@H](C=C)Cc1ccccc1,nt,-7,nt,-3,-4,-5,5,nt,nt
COc1ccc(-c2ccc3c(c2)O/C(=C\c2ccsc2)C3=O)cn1,nt,-27,nt,14,1,-17,-9,nt,nt

# Additional compounds follow:
SMILES,GSTO1 inh,PAFAH2 inh,LYPLA1 counter,PAD4 inh,pPAFAH FP inh,PAFAH1B3 inh,PAFAH1B2 inh,LYPLA2 counter,PME-1 primary
COc1ccc(C2=NN(S(=O)(=O)c3ccccc3)C(c3ccccc3)C2)cc1 (configuration not stated),-3,1,1,-2,3,4,1,1,10
COc1ccc(C(=O)CSc2nnc(-c3ccc(C)cc3)o2)cc1,13,-5,-3,2,-2,4,1,-1,1
C#CCOCCOCCOCCNc1nc(N2CCN(C(=O)CCCCCCCCCCNC(=O)[C@@H](CCC(=O)O)n3cc(CCCCCN)nn3)CC2)nc(N2CCN(C(=O)CCCCCCCCCCNC(=O)[C@H](CCCCN)n3cc(C[C@@H](C)CC)nn3)CC2)n1,3,-6,-1,0,3,0,-1,-1,-4
Cc1sc(NC(=O)CN2CCOCC2)nc1-c1ccc2c(c1)CCN2S(=O)(=O)c1ccccc1,-1,8,-4,2,15,4,-1,-5,6
Cc1ccc(S(=O)(=O)/N=C(/Sc2ccccc2C(=O)O)c2ccccc2)cc1,5,6,3,18*,4,11,2,3,8
CC1(C)Oc2ccc(C(=O)NC3CCCCC3)cc2N(CC#N)C1=O,4,-7,0,3,2,-6,2,-3,8
CSC(=NC#N)N1CCN(C(=NC#N)SC)CC1,3,3,-3,-4,4,-2,7,-6,-2
CCOC(=O)c1nn(-c2ccc(C)cc2)c(C)c1C(C)=O,0,0,1,-7,-2,0,5,9,5
O=C(CSc1ncn[nH]1)N1N=C(c2ccc(Cl)cc2)CC1c1ccco1 (configuration not stated),5,2,1,-1,9,-1,4,10,5
CC(C)(C)c1nc(NCCN2CCOCC2)c2nnn(Cc3ccccc3Cl)c2n1,-1,3,-4,-4,8,-4,-4,-8,-9
Cc1cc(NC(=O)C(C)SCC(=O)NCc2ccc(F)cc2)no1 (configuration not stated),nt,0,2,2,-2,1,1,3,-5
C/C(=N\Nc1nccnc1Cl)c1ccc(O)c(C)c1,20,14,-2,-2,-1,4,11,-4,2
COc1ccc2oc(=O)c(C(=O)Nc3ccccc3O)cc2c1,4,2,-2,-1,-1,-1,4,-4,1
O=S1(=O)C=C(SCCN2CCCC2)c2ccccc21,8,7,-1,1,3,0,3,8,4
COc1cnc(-c2ccccn2)nc1Sc1ccccc1Cl,8,-5,-3,6,1,-2,-1,0,-5
N#Cc1ccc(/C=C2\CCCCn3c2nc2cc(C(=O)O)ccc2c3=O)cc1,1,-10,-1,-3,2,9,7,7,-6
CCN1CCN(Cc2ccc(NC(=O)c3ccc(C)c(/C=C/c4cnc(Nc5cc(N6CCNCC6)nc(C)n5)cn4)c3)cc2C(F)(F)F)CC1,-11,-13,-5,-7,0,1,9,-5,6
C/C(=N\N1CCN(Cc2ccccc2Cl)CC1)c1ccc(F)cc1,-3,2,1,5,9,9,6,7,1
Cc1c(S(=O)(=O)N2CCN(c3ccc(F)cc3)CC2)c(=O)n(C)c(=O)n1C,0,1,-1,1,-2,2,10,2,0
CCc1c(C)[nH]n(-c2nc(-c3cccc([N+](=O)[O-])c3)cs2)c1=O,-7,9,-4,-3,12,-4,18,-4,1
Cc1nnc(NC(=O)c2ccc(S(=O)(=O)N3CC(C)OC(C)C3)cc2)o1 (configuration not stated),3,3,-2,3,-2,12,-3,8,4
CCN(CC)CCN1C(=O)C(=O)/C(=C(/O)c2cnn(-c3ccccc3)c2C)C1c1ccc(C)o1 (configuration not stated),0,2,8,5,-4,9,3,2,5
O=C(NCC(=O)N(c1ccccc1)C(C(=O)NCC1CCCO1)c1ccccc1)c1cccs1 (configuration not stated),1,-5,-1,-4,2,5,5,-2,-5
CCOc1ccc(C(=O)Nc2ccc(NC(=O)c3ccco3)c(Cl)c2)cc1Cl,-5,-18,0,-2,-5,-22,-7,2,3
O=C(CSc1nnc(-c2ccccc2)c(-c2ccccc2)n1)N1CCOCC1,2,-4,3,4,-1,11,1,5,15
COc1ccc2cc3cc(C(=O)N4CCCC(C)C4)oc3nc2c1 (configuration not stated),-3,3,3,3,5,-2,5,3,-2
Cc1ccc(SC(CC(=O)c2ccc(C)cc2)C(=O)O)cc1 (configuration not stated),-5,16,3,-1,2,0,15,-1,-2
O=C(COc1ccccc1Cl)N(Cc1ccco1)C1CCS(=O)(=O)C1 (configuration not stated),1,1,-2,6,0,-6,-6,0,-4
CC(C)c1ccc(NC(=O)COC(=O)[C@@H]2CCCN2C(=O)c2cccs2)cc1,nt,1,nt,3,9,13,2,nt,nt

# Some of the compounds tested; count on the stated rates, not on these rows.
